AMA1 RON2 block = inhibitors of Plasmodium falciparum AMA1-RON2 interaction | AlphaScreen AMA1-biotinylated RON2 peptide binding | Potency, µM (highest dose often 58.2 µM), inactives show at the highest dose activity change, negative = inhibition, actives largely listed as inhibitors | actives 0.2% (n = 360,000);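 also: potency is read from the fitted curve at half-maximal effect; 0% = vehicle wells and -100% = peptide control; nearly all actives have a fitted effect of over 45% in size; some results filed as inactive show a strong effect at the top dose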
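AMA1 (3D7) with his tag at 25 nM final met compounds first, then biotinylated RON2 peptide at 25 nM; detection used donor plus acceptor beads, 10 µg/mL apiece, read by AlphaScreen after 30 min at room temperature.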
FBPA Giardia inh = blocks Giardia fructose-bisphosphate aldolase activity; actives 0.71% (n = 290,000); A8B2U2; purified Giardia FBPA; Potency, µM (titrated, usually from 59.6 µM), inactives show at the highest dose activity, negative = inhibition, actives largely listed as inhibitors; AID 2451; also: potency is read from the fitted curve at half-maximal effect; nearly all actives have a fitted effect of over 55% in size
Target sequence (A8B2U2 whole entry, looked up): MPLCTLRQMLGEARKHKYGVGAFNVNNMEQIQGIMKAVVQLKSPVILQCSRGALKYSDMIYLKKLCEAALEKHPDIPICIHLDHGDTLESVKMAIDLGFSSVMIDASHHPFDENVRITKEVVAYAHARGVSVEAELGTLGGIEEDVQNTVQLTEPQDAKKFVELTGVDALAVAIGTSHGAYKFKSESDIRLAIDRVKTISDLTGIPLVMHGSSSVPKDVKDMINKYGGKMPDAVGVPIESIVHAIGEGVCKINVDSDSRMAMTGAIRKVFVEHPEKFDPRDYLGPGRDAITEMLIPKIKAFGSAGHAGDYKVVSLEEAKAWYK
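Giardia FBPA (40 nM reagent) was preincubated 10 min at RT with compound (up to 57.5 uM final), then substrate plus GAPDH/TPI/NAD/arsenate coupling system with diaphorase/resazurin was added; resorufin fluorescence (525/598 nm) was read after 20 min.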
HCV inhibitor = blocks hepatitis C virus; Huh7.5.1 HCVcc-Cre infection, luciferase reporter, 44 h; Potency, µM (highest dose often 41.8 µM), for the others: at the top dose activity change, negative = inhibition, hits mostly inhibitors; actives 3.4% (n = 340,000); also: potency is read from the fitted curve at half-maximal effect
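A cell-based infection assay in which seeded cells (1,000 per well) receive test compound after 4 h, are inoculated with HCVcc-Cre at approximately 0.5 moi, and are incubated 44 h before luminescence detection.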
AmpC inh detg = blocks E. coli AmpC beta-lactamase in detergent assay | P00811 | AmpC hydrolysis of nitrocefin, absorbance 480 nm, 0.01% Triton | Potency, µM (top dose mostly 114 µM), without a hit: at the top dose activity change, negative = inhibition, hits mostly inhibitors | actives 0.041% (n = 370,000) | AID 485294;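 also: potency is read from the fitted curve at half-maximal effect; 0% = no-compound wells and -100% = no-enzyme wells; nearly all actives have a fitted effect of over 25% in size; some results filed as inactive show a strong effect at the top dose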
Target sequence (P00811 whole entry, looked up): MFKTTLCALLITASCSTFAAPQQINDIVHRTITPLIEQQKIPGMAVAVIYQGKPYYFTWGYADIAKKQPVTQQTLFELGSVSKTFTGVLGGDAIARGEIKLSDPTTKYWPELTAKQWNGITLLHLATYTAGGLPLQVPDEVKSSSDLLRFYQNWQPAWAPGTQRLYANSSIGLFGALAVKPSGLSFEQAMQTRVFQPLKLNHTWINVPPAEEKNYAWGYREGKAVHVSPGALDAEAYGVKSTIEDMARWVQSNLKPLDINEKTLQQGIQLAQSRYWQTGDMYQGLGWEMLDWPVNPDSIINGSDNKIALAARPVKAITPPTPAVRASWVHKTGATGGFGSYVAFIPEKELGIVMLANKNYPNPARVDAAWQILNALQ
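20 mM phosphate pH 7.0 + 0.01% (detergent screen) or 0.0001% Triton X-100; 5.3 nM AmpC reagent; cpd preinc 15 min RT; nitrocefin (800 uM stock) to start; A480 q20 s × 4 min; Activity was normalised to no-enzyme and no-compound control wells.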
HCMV inh = blocks human cytomegalovirus replication | actives 4.5% (n = 410,000) | activity change, negative = inhibition, % at 57.5 µM | HFF cells, HCMV-luciferase reporter, 72 h; stronger effect = lower value; in the data active = activity change below about -60%; inconclusive = no clear call, values can overlap the other calls; inactive = above about -39%
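Compounds were evaluated in HFFs infected with an HCMV luciferase reporter virus (MOI 1 PFU/cell). Luciferase in lysates collected 72 h post infection served as the replication measure.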
Sm TGR inh = blocks Schistosoma mansoni thioredoxin glutathione reductase | purified TGR, DTNB reduction, TNB absorbance 405 nm | AID 485364 | Q962Y6 | Potency, µM (top dose mostly 114 µM), for the others: at the highest dose activity change, negative = inhibition, usual class: inhibitors | actives 3% (n = 360,000); also: potency is read from the fitted curve at half-maximal effect; nearly all actives have a fitted effect of over 60% in size
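Kinetic colorimetric format: TGR-catalysed, NADPH-driven DTNB reduction monitored via TNB absorbance. Enzyme dispensed at 20 nM; compound exposure 15 min at room temperature before reaction start.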
* = called active by the depositor; ? = inconclusive; . = no result given; & = joins results of further samples; [ ] = dose if it differs, or a comment. Unless noted, calls follow the shape of the dose curve; as a rule, active = well fitted curve in the direction sought with a large enough effect; inconclusive = small, poorly fitted or top-dose-only effect, or another doubt; inactive = no such curve, though single readings can be large; an effect the other way counts as inactive or inconclusive. Unless noted, % is scaled to controls: 0 for no effect and ±100 for the full control effect.

no. | molecule | AMA1 RON2 block | FBPA Giardia inh | HCV inhibitor
1 | Cc1cc(/C=C2/C(=N)N3C(=NC2=O)SN=C3S(C)(=O)=O)c(C)n1-c1ccccc1F | -15% | ? | -13%
2 | COc1cc(C(=O)NCC(=O)OCC(=O)c2ccc[nH]2)cc(OC)c1OC | 8% | 10% | 17%
3 | O=C(NC(=S)Nc1cccc(NC(=S)NC(=O)c2ccco2)n1)c1ccco1 | -11% | ? | ?
4 | COc1ccc(CCNC(=O)CN(C)S(=O)(=O)c2ccc3nc(C)sc3c2)cc1OC | 9% | 3% | ?
5 | CCCCCC1(C(=O)OCC)CC(CSC(=N)N)OC1=O (configuration not stated) | -9% | 1% | -27%
6 | O=C(c1cc(F)ccc1F)C1CCCN(Cc2cccc(Cl)c2)C1 (configuration not stated) | -3% | -9% | 0%
7 | CCCNC(=O)COC(=O)c1ccc(-c2ccccc2)cc1 | 6% | 6% | 14%
8 | NC(=O)NC(=O)CSc1nc(-c2ccccc2)c(-c2ccccc2)n1CC1CCCO1 (configuration not stated) | -10% | 0% | ?
9 | CCOc1ccccc1C(=O)N(CN1CCCC1=O)c1ccc(C)c(Cl)c1 | 3% | 4% | ?
10 | CC(=O)c1cccc(NS(=O)(=O)c2ccc3c(c2)NC(=O)CC(=O)N3)c1 | . | . | .
11 | O=C(c1ccccc1)c1c[nH]c(C(=O)NNc2cccc(Cl)n2)c1 | 57%[activator] | -6% | -19%
12 | Cc1ccccc1NC(=O)c1sc2nc(N3CCOCC3)c3c(c2c1N)CCCC3 | 14% | . | ?

no. | AmpC inh detg | HCMV inh | Sm TGR inh
1 | 2% | 38 | -23%
2 | -1% | -15 | -11%
3 | 3% | -116* | .
4 | -9% | 6 | -11%
5 | -3% | ? | 0%
6 | 0% | -5 | 1%
7 | -7% | 23 | -5%
8 | -3% | -23 | 0%
9 | ? | -2 | 12%
10 | 0% | -4 | -1%
11 | 3% | 1 | -13%
12 | -8% | ? | -15%

Next part:
no. | molecule | AMA1 RON2 block | FBPA Giardia inh | HCV inhibitor
13 | CNc1ccc(-c2nc(-c3ccccc3C)no2)cc1[N+](=O)[O-] | . | . | .
14 | Cc1cc(OCC(=O)NCCCN2CCCC2=O)c2c(C)cc(=O)oc2c1 | 15% | . | -10%
15 | CC(NO)C(C)(C)NO (configuration not stated) | -3% | -9% | 0%
16 | CCCCOc1ccc(C(=O)OC(C)CN(C)C)cc1 (configuration not stated) | 51%[activator] | 0% | ?
17 | CC(OC(=O)CN1C(=O)c2ccccc2C1=O)C(=O)NCc1ccccc1 (configuration not stated) | -8% | . | 27%
18 | Cc1nc(C)c(C(=O)O)c(-c2ccsc2)c1C(=O)O | 33%[activator] | 0% | 20%
19 | CCc1ccccc1NC(=O)CN(C)C(=O)CN1C(=O)NC2(CCCCCC2)C1=O | 0% | 6% | -21%
20 | COc1ccc(N2CC(C(=O)NCc3nnnn3-c3ccc(C)c(C)c3)CC2=O)cc1 (configuration not stated) | 17% | 15% | -10%
21 | CC(=O)c1ccc(-n2cc(-c3ccc(C(C)(C)C)cc3)[n+]3c2SCCC3)cc1 | -13% | -1% | -3%
22 | Cc1ccccc1CC1(CO)CCCN(C(=O)c2cc(Cl)ccc2F)C1 (configuration not stated) | 5% | ? | -10%
23 | CCNc1ccc(S(=O)(=O)N(C)C)cc1[N+](=O)[O-] | 0% | 0% | 14%
24 | COCCSc1ccccc1C(=O)N1CCc2ccccc2C1 | 0% | -2% | -2%

no. | AmpC inh detg | HCMV inh | Sm TGR inh
13 | 12% | 63 | -3%
14 | 0% | -22 | 3%
15 | -1% | 17 | 3%
16 | 0% | -17 | 2%
17 | 3% | -1 | -3%
18 | -1% | -3 | 1%
19 | 1% | -22 | -8%
20 | 1%&21% | 26&-1 | -2%&3%
21 | 0% | -98* | 13%
22 | 0% | 6 | -6%
23 | -7% | 27 | -10%
24 | -2% | 23 | -1%

From entry 15 to 24, as listed above:
no. | molecule | AMA1 RON2 block | FBPA Giardia inh | HCV inhibitor
15 | CC(NO)C(C)(C)NO (configuration not stated) | -3% | -9% | 0%
16 | CCCCOc1ccc(C(=O)OC(C)CN(C)C)cc1 (configuration not stated) | 51%[activator] | 0% | ?
17 | CC(OC(=O)CN1C(=O)c2ccccc2C1=O)C(=O)NCc1ccccc1 (configuration not stated) | -8% | . | 27%
18 | Cc1nc(C)c(C(=O)O)c(-c2ccsc2)c1C(=O)O | 33%[activator] | 0% | 20%
19 | CCc1ccccc1NC(=O)CN(C)C(=O)CN1C(=O)NC2(CCCCCC2)C1=O | 0% | 6% | -21%
20 | COc1ccc(N2CC(C(=O)NCc3nnnn3-c3ccc(C)c(C)c3)CC2=O)cc1 (configuration not stated) | 17% | 15% | -10%
21 | CC(=O)c1ccc(-n2cc(-c3ccc(C(C)(C)C)cc3)[n+]3c2SCCC3)cc1 | -13% | -1% | -3%
22 | Cc1ccccc1CC1(CO)CCCN(C(=O)c2cc(Cl)ccc2F)C1 (configuration not stated) | 5% | ? | -10%
23 | CCNc1ccc(S(=O)(=O)N(C)C)cc1[N+](=O)[O-] | 0% | 0% | 14%
24 | COCCSc1ccccc1C(=O)N1CCc2ccccc2C1 | 0% | -2% | -2%

no. | AmpC inh detg | HCMV inh | Sm TGR inh
15 | -1% | 17 | 3%
16 | 0% | -17 | 2%
17 | 3% | -1 | -3%
18 | -1% | -3 | 1%
19 | 1% | -22 | -8%
20 | 1%&21% | 26&-1 | -2%&3%
21 | 0% | -98* | 13%
22 | 0% | 6 | -6%
23 | -7% | 27 | -10%
24 | -2% | 23 | -1%

More entries:
no. | molecule | AMA1 RON2 block | FBPA Giardia inh | HCV inhibitor
25 | O=C(CSc1nnc(-c2ccncc2)n1CC1CCCO1)Nc1nccs1 (configuration not stated) | -6% | -9% | 11%
26 | COc1ccc(N2CC(C(=O)NC3CCCCC3)CC2=O)cc1 (configuration not stated) | -11% | 1% | 17%
27 | O=[N+]([O-])c1ccc(Sc2n[nH]c(-c3ccco3)n2)nc1 | 6% | -26% | 0%
28 | c1cnc2c(c1)ncn2C1CCNCC1 | . | . | .
29 | COCCn1c(C)nc2oc3ccc(Br)cc3c(=O)c2c1=O | -1% | 1% | -10%
30 | CCCCC(CC)CNC(=O)CCCc1nnc2n(CCC)c(=O)c3sccc3n12 (configuration not stated) | . | . | .
31 | O=C(CSCc1ccc([N+](=O)[O-])cc1)NCCSCc1ccccc1 | -7% | 1% | -8%
32 | Cc1ccc(NC(=O)c2sc(Cl)nc2C)c(C)c1 | 17% | 2% | -1%
33 | CCc1c(O)nc(SCC(N)=O)n(-c2ccccc2F)c1=O | 0% | -6% | 3%
34 | COc1ccc(OCC(=O)N2CCN(S(=O)(=O)c3ccc(Cl)s3)CC2)cc1 | 5% | . | 2%
35 | Cn1c(CNC(=O)c2ccc(Cl)cc2)nnc1SCC(=O)NC1=NCCS1 | -3% | -14% | 8%
36 | Cc1ccc(SCC(=O)Nc2ccccc2C(=O)O)cc1 | 10% | 2% | 1%

no. | AmpC inh detg | HCMV inh | Sm TGR inh
25 | -3% | -9 | -9%
26 | -6% | -22 | -9%
27 | 5% | -1 | ?
28 | 19% | 2 | -19%
29 | ? | 41 | 25%
30 | 2% | -10 | 2%
31 | 6% | 24 | -2%
32 | ? | 6 | -7%
33 | -12% | -21 | -1%
34 | 7% | 19 | -4%
35 | -10% | -22 | 1%
36 | -8% | 69 | ?

Next part:
no. | molecule | AMA1 RON2 block | FBPA Giardia inh | HCV inhibitor
37 | S=P(N1CC1)(N1CC1)N1CC1 | 22% | 0% | ?
38 | O=C(OCc1cccc(F)c1)c1cc2ccccc2cc1O | 27% | 11% | -30%
39 | O=C(COc1ncnc2sccc12)NC1CCCc2ccccc21 (configuration not stated) | -9% | 5% | -1%
40 | COc1ccccc1NC(=O)C1=C(C)Nc2nc(SCc3ccccc3)nn2C1c1cccnc1 (configuration not stated) | . | . | .
41 | CC(=O)c1cccc(NS(=O)(=O)c2ccc3c(c2)oc(=O)n3C)c1 | 0% | 7% | -8%
42 | O=C(C(=O)N1CCCCCC1)c1c[nH]c2ccccc12 | -9% | 14% | 12%
43 | CCOC(=O)C1=C(C)OC(N)=C(C#N)C1c1ccsc1 (configuration not stated) | -5% | ? | 21%
44 | COc1cc(OC)cc(C(=O)Nc2ccc(Cl)cc2C(=O)c2ccccc2Cl)c1 | . | . | .
45 | CCN(CC(=O)Nc1cccc(OC)c1)C(=O)c1cnc(Cl)c(Cl)c1 | 9% | -15% | 15%
46 | O=C(Nc1ccccc1C(=O)N/N=C/c1ccccc1)c1ccco1 | 0% | 3% | -3%
47 | CC(C)C(NC(=O)c1ccccc1)C(=O)OCn1nnc2ccccc2c1=O (configuration not stated) | 3% | . | 7%
48 | COc1ccc(OC)c(NC(=O)C(C)OC(=O)c2cc3ccccc3[nH]2)c1 (configuration not stated) | -2% | . | 11µM*

no. | AmpC inh detg | HCMV inh | Sm TGR inh
37 | 3% | 21 | -14%
38 | -22% | 21 | 10%
39 | -4% | 7 | -11%
40 | -1% | -1 | -5%
41 | 1% | -17 | 0%
42 | 0% | 4 | -5%
43 | -4% | 5 | ?
44 | 1% | 4 | -3%
45 | -9% | -25 | -8%
46 | -2% | -1 | -10%
47 | -7% | 32 | -15%
48 | . | -3 | .

Remaining list, next part:
no. | molecule | AMA1 RON2 block | FBPA Giardia inh | HCV inhibitor
49 | CCOc1ccc(NS(=O)(=O)c2cc(OC)ccc2OC)cc1 | -2% | -4% | -1%
50 | ON=C1CCCC2CCCCC12 (configuration not stated) | -6% | . | 5%
51 | O=C(O)CCC(=O)NNC(=O)CCC1CCCCC1 | 9% | 3% | 29%
52 | CCOC(=O)N1CCc2c(sc(NC(=O)CN(CC)CC)c2C#N)C1 | 26% | -9% | -1%
53 | Cc1ccc(NC(=O)CSc2nc3c([nH]c4ccccc43)c(=O)n2C)cc1 | -5% | 3% | 6%
54 | COc1ccc(N2CCN(C(=O)c3ccc4c(c3)[nH]c(=S)n3c5ccccc5nc43)CC2)cc1 | . | -6% | .
55 | OCC1CCCCN1C(=S)Nc1ccc(Cl)cc1Cl (configuration not stated) | 4% | -1% | ?
56 | O=C(Nc1cccc(O)c1)c1noc2c1CCc1ccccc1-2 | 1% | -25% | ?
57 | COc1ccc(CN(CC(=O)NC(C)C)C(=O)CCC(=O)Nc2nccs2)cc1 | -3% | . | 16%

no. | AmpC inh detg | HCMV inh | Sm TGR inh
49 | -12% | 4 | -24%
50 | . | -15 | .
51 | -4% | ? | -13%
52 | -14% | -27 | 2%
53 | 0% | 141 | -6%
54 | -1% | -2 | -17%
55 | -7% | 13 | .
56 | 22%&-14% | -36&-17 | -2%&4%
57 | 1% | -39 | 22%

Rows are unselected, and some 9.3% of all compounds hit somewhere here.
